CAL PDZ FP-1 = blocks peptide binding to human CAL PDZ domain; AID 504414; inhibition, % at 20 µM; 0.02% of 330,000 active; purified CAL PDZ, TMR-peptide fluorescence polarization, 1 h;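 active = highest replicate inhibition of at least 40%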;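 also: plate controls were DMSO neutral control wells for no effect and unlabeled competitor peptide control wells for full effect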
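Test system: tagged CAL PDZ domain / Buffer or medium: sodium phosphate/NaCl buffer pH 7.4 with TCEP, IgG, Thesit / Reagent: TMR-labelled reporter peptide T*-PRC34 bound in PDZ groove / Compound dosing: single point, 20 µM / Schedule: 1 h incubation at room temperature before polarization reading / Technique: fluorescence polarization (mP) / Benchmarks: unlabelled peptide, DMSO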
CAL PDZ FP-2 = blocks peptide binding to the human CAL PDZ domain. inhibition, % at 24.9 µM. AID 602252. purified CAL PDZ, TMR-peptide fluorescence polarization, 1 h. Q9HD26. 0.92% of 300,000 active;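 active = mean inhibition of at least 30% with at least half of replicates also reaching 30%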;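 also: 0% = DMSO neutral control and 100% = excess unlabeled competitor peptide PRC23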
Tat export inh = inhibitors of E. coli Tat protein transport; AID 488895; E. coli MC4100 TorA-mCherry Tat export, fluorescence; 0.036% of 340,000 active; inhibition, % at 10 µM;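 active = mean replicate inhibition at least 50% and at least half of replicates individually reaching 50%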;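 also: exported cargo escapes ClpAP degradation while cytoplasmic cargo is degraded and loses fluorescence; 0% = median of neutral control wells and 100% = median of NaSCN control wells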
dFosB activator = activators of mouse delta FosB homodimer; purified delta FosB, TAMRA-CDK5 oligo fluorescence polarization; percent of positive-control signal above neutral wells; activation, % at 25 µM; 0.99% of 340,000 active; AID 493131;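 active = mean activation above about 17%, with every replicate also reaching it, limit read from the data, passing the limit was not always enough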;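 also: fluorescence polarization rise as delta FosB binds a TAMRA Cdk5 AP-1 oligo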
Target sequence (P13346 whole entry, looked up): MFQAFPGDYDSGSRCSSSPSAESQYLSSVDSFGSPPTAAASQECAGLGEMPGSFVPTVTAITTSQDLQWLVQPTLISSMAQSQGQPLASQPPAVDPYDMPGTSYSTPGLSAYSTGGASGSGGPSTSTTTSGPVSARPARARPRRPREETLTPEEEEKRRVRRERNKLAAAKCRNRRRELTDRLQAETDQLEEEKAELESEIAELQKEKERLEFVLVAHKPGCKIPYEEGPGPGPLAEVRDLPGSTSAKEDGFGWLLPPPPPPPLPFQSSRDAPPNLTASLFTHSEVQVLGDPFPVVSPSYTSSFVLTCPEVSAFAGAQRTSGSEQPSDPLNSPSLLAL
RTF Ca sens act = cardiac RTF calcium sensitization; 0.24% of 340,000 active; P19429+P45379; IANBD-labeled TnC RTF fluorescence at EC20 calcium; 0% EC20 calcium, 100% full calcium; activation, % at 7.2 µM;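 active = activation above the mean over all tested compounds plus 3 SD, cut at about 30% in these data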;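 also: rise in fluorescence read as greater calcium sensitivity of cardiac thin filaments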
CDK5 p35 inh = CDK5/p35 (human) kinase inhibition | Recombinant CDK5/p35, ADP-Glo luminescence, 60 min | inhibition, % at 10 µM | 0.01% of 330,000 active;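 active = highest replicate inhibition of at least 50% and at least 75% of replicates reaching 50%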;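 also: plate controls were DMSO neutral control for no effect and GW8510 at 10 µM for full effect; many of its hits are not listed in these tables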
Target sequence (Q00535 whole entry, looked up): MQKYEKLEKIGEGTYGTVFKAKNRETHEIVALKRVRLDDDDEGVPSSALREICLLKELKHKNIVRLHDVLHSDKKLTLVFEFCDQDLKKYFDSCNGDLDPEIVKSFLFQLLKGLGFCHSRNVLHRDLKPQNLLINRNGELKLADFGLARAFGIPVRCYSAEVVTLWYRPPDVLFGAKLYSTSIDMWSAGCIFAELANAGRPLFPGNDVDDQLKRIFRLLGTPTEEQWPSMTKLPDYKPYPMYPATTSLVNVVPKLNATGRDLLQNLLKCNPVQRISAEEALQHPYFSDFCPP
Target sequence (Q15078 whole entry, looked up): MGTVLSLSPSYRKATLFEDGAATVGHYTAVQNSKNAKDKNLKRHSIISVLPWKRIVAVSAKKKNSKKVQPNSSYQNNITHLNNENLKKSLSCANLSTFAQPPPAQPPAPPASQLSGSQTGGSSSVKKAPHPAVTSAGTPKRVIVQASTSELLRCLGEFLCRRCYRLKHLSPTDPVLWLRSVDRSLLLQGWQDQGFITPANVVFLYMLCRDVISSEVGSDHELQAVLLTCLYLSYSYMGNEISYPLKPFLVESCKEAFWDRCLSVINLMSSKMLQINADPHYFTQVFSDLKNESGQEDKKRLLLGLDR
MITF TRPM1 HTS = increases MITF-driven TRPM1 promoter luciferase signal | 0.75% of 300,000 active | SK-MEL-5 TRPM1-promoter luciferase, 24 h; % of positive control, neutral wells = 0 | activation, % at 12.5 µM | AID 588334;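 active = mean activation of at least 80% with every replicate also reaching 80%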;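 also: 0% = neutral control wells and 100% = parthenolide positive control wells; values of inactives mirror those of a sister screen read the other way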
Rtt109 Vps75 = blocks Candida albicans Rtt109/Vps75 acetyltransferase activity | Q5AAJ8 | inhibition, % at 34.9 µM | purified Rtt109/Vps75, ThioGlo CoA-SH fluorescence, 4 h | 0.16% of 330,000 active;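 active = inhibition of at least 50% in every replicate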
Wnt bcat act = activates Wnt/beta-catenin signaling in a reporter cell assay | AID 743398 | 1.2% of 300,000 active | activator, plate reader | activation, % at 9.35 µM; in the data active = activation above about 30%, passing the limit was not always enough;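 also: 0% = neutral control wells and 100% = positive control wells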
V-ATPase pHluor = yeast V-ATPase proton transport regulation by pHLuorin; S. cerevisiae, pHLuorin cytosolic pH fluorescence; response, % at 10 µM; 0.37% of 350,000 active; in the data active = response mostly above about 7.3%, no sharp cut-off; inactive = mostly below about 5.4%; also: actives read high; inactives centre near 0; some compounds called inactive have numbers as strong as hits
The depositor's hits bear a star; · = no result given; & = joins results of further samples.

SMILES	CAL PDZ FP-1	CAL PDZ FP-2	Tat export inh	dFosB activator	RTF Ca sens act	CDK5 p35 inh	MITF TRPM1 HTS	Rtt109 Vps75	Wnt bcat act	V-ATPase pHluor
COc1cccc(N2CC(C(=O)Nc3c(C)cccc3C)CC2=O)c1 (stereo unspecified)	0.4	0	-6	-7	14	0.4	4	7	·	2
CN(CC(=O)Nc1ccccc1Cl)C(=O)CSc1nncs1	-0.4	-6	4	-3	8	3.0	0	5	2	6
CCc1ccc(NC(=O)c2cnc(SC)nc2C)cc1	·	-3	-4	1	-2	0.9	10	18	3	0
O=S(=O)(c1cccc2nsnc12)N1CCNCC1	-1.5	·	-1	-2	-4	1.8	-3	3	1	-1
CC(C)n1cc(C(=O)c2ccccc2O)cc(C#N)c1=O	0.7	11	-2	-1	3	-0.3	9	10	0	-2
CC(Oc1ccc2cc(-c3ccccc3)c(=O)oc2c1)C(=O)NCC1CCC(C(=O)O)CC1 (stereo unspecified)	0.1	0	1	-5	9	-0.1	8	13	-1	0
COc1ccc(-c2ccnc3[nH]n(-c4ccccc4)c(=O)c23)cc1	-1.0	60*	-9	5	5	-0.3	·	3	0	0
COC(=O)c1ccc(C(=O)Nc2ccc3nc(-c4ccncc4)[nH]c3c2)cc1	-3.8	59*	-9	44*	4	0.5	-17	-4	3	-2
CN(C)C(=O)C(Sc1ccc(S(=O)(=O)N2CCCC2)cn1)c1ccccc1 (stereo unspecified)	0.3	·	11	-8	-1	0.8	16	-6	1	1
COc1cc(N)cc(NC(=O)c2ccncc2)c1	-1.2	-3	-5	-6	8	-1.4	2	-1	·	·
COc1ccc(NC(=O)CN(C)C(=O)c2cccnc2Sc2ccc(C)c(C)c2)cc1	0.8	-2	4	-6	-7	-0.7	-1	4	-2	8
CN(C)CCN(C(=O)C1CCN(S(=O)(=O)c2cccs2)CC1)c1nc2c(F)cccc2s1	-1.0	-3	-4	10	2	-0.5	4	-2	0	0
O=C(O)C1CCC(=O)N1C1c2ccccc2Oc2ccccc21 (stereo unspecified)	0.2	·	-7	-4	0	-0.6	·	-6	21	0
Cc1ccc(C(=O)Nc2nc(-c3ccccn3)cs2)s1	-3.2	-3	-3	-26	-2	2.3	-20	4	12	-1
COc1cccc(N/C(SCc2cccc([N+](=O)[O-])c2)=C(/C#N)C(=O)NCc2cccs2)c1	-2.9	0	-2	-2	3	-1.0	1	-1	-3	2
CCC(C)C(NC(=O)OC(C)(C)C)C(=O)NC(C)C(N)=O (stereo unspecified)	-1.6	-1	-9	-3	4	-4.1	-11	2	16	-1
CN(c1ccccc1C(=O)Nc1ccc2c(c1)OCCO2)S(C)(=O)=O	1.0	-2	1	0	-4	-1.8	·	3	-2	-5
Nn1cc(-c2ccccc2)nc1SCC(=O)N1CCN(S(=O)(=O)c2ccccc2)CC1	-1.2	0	0	-1	-3	0.9	4	-1	·	1
O=C(NCCCN=C1NS(=O)(=O)c2ccccc21)c1ccc(S(=O)(=O)N2CCCCC2)cc1	-1.6	-2	-2	0	0	-2.2	·	21	-4	-3
CCOC(=O)Cc1c(C)nc2cc(-c3ccc(C(C)(C)C)cc3)[nH]n2c1=O	0.5	·	-2	-1	1	-3.1	9	8	·	-1

Profiles, looked up by structure. Screens in order: CAL PDZ FP-1	CAL PDZ FP-2	Tat export inh	dFosB activator	RTF Ca sens act	CDK5 p35 inh	MITF TRPM1 HTS	Rtt109 Vps75	Wnt bcat act	V-ATPase pHluor
CN(C)CCN(C(=O)C1CCN(S(=O)(=O)c2cccs2)CC1)c1nc2c(F)cccc2s1 reads -1.0	-3	-4	10	2	-0.5	4	-2	0	0
COC(=O)c1ccc(C(=O)Nc2ccc3nc(-c4ccncc4)[nH]c3c2)cc1 reads -3.8	59*	-9	44*	4	0.5	-17	-4	3	-2
COc1cc(N)cc(NC(=O)c2ccncc2)c1 reads -1.2	-3	-5	-6	8	-1.4	2	-1	·	·
CCC(C)C(NC(=O)OC(C)(C)C)C(=O)NC(C)C(N)=O (stereo unspecified) reads -1.6	-1	-9	-3	4	-4.1	-11	2	16	-1

Additional records follow:
SMILES	CAL PDZ FP-1	CAL PDZ FP-2	Tat export inh	dFosB activator	RTF Ca sens act	CDK5 p35 inh	MITF TRPM1 HTS	Rtt109 Vps75	Wnt bcat act	V-ATPase pHluor
C/C(=N\NC(=S)NC1CCCCC1)c1ccc(Cl)c(Cl)c1	0.4	-3	-5	-5	-1	0.8	-5	7	0	3
Cc1nnc(NC(=O)C2CCN(S(=O)(=O)c3ccc(F)c(F)c3)CC2)o1	0.6	-3	0	6	3	2.9	-2	-21	0	-3
CC(C)(C)N(Cc1cc2ccccc2[nH]c1=O)C(=O)c1cccnc1	-0.5	-3	-1	0	1	-0.2	3	-5	-4	-1
COc1ccc(C(=O)NNC(=S)NC(=O)C(C)(C)C)cc1	-1.6	-1	-4	-7	0	1.5	-26	-6	-3	0
N#Cc1nc(Cc2ccccc2)oc1NCCCn1ccnc1	-1.6	-2	1	-6	9	0.1	4	-8	5	-2
CCc1cccc(NC(=O)CCCN2C(=O)C(c3ccccc3)Oc3cccnc32)c1 (stereo unspecified)	-2.0	-3	8	-9	-9	·	-9	0	0	-4
O=C(O)C(O)c1ccccc1 (stereo unspecified)	-0.6&-0.4	1&-1	2&-2	1&1	-2&-3	-0.3&-1.1	5&8	-2&1	-2&-3	-1&0
COc1cc2c(cc1OC)C(C1(O)CCCCC1)NCC2 (stereo unspecified)	0.4	-5	-1	-6	-3	-0.2	-7	2	-2	-2
COc1ccc(Br)cc1CNC(=O)C1CCCN(S(=O)(=O)N2CC(C)CC(C)C2)C1 (stereo unspecified)	-2.8	-1	0	-19	1	-0.3	-22	-9	-1	1
Cc1cc(=O)oc(C)c1C(=O)NCCC(C)C	-0.6	-1	1	9	0	1.6	3	2	-2	-1
CCOc1ccc(N(CC(=O)OC)S(=O)(=O)c2ccc3c(c2)n(C)c(=O)c(=O)n3C)cc1	0.0	·	6	-1	-1	0.6	·	2	-2	0
Cc1ccc(CN(C)CCc2ccccn2)cc1	-0.6	·	5	-4	7	-0.8	6	-10	·	3
COc1ccc(-c2cc(C(=O)NCCN3CCOCC3)c3ccccc3n2)cc1	-2.4	-4	10	-11	-3	1.4	19	-8	·	-6
CSc1cccc(NC(=O)CN(C)S(=O)(=O)c2ccc(F)cc2)c1	-1.5	·	-11	-4	-1	-1.2	·	12	-1	-1
O=C(COC(=O)C1CC(=O)N(Cc2ccco2)C1)c1ccc(OC(=O)c2ccccc2)cc1 (stereo unspecified)	-2.1	1	1	-14	0	0.9	·	-7	4	-3
COc1ccc(C(=O)CNc2ccccc2Br)cc1	0.0	-3	0	-1	-6	-0.7	27	-1	29	1
O=C(O)c1ccc(Cn2cc(/C=C\[N+](=O)[O-])c3ccccc32)o1	-0.9	-7	0	-1	0	0.9	·	4	-1	1
O=C1CN(C(=S)Nc2ccc(OC(F)F)cc2)CCN1	-1.6	1	-3	-11	-4	0.0	-9	-8	0	2
O=C(CSc1ccccn1)Nc1cccc(NC(=O)CSc2ccccn2)n1	-1.0	-1	-3	-15	-4	3.8	10	-2	-1	0
CC1(C)OC2C(O1)[C@@H](CO)O[C@H]2n1cnc2c(N)ncnc21 (stereo partly specified)	-0.9	2	-10	-13	4	2.8	·	-14	11	-1
O=C(CCc1ccc(S(=O)(=O)NCc2ccccc2)cc1)NCc1ccc2c(c1)OCO2	-0.6	·	-7	1	2	-0.6	-1	-2	·	3
S=c1[nH]nc(-c2cccnc2)n1/N=C/C=C/c1ccco1	-2.1	-2	1	-9	1	-0.9	-3	-2	-8	-2
CCn1cc([N+](=O)[O-])c(C(=O)Nc2ccn(C34CC5CC(CC(C5)C3)C4)n2)n1	-0.1	-4	-2	-2	3	-3.4	7	1	-4	3
COc1ccc(CCNC(=O)C2CCC(=O)N2Cc2ccccc2Cl)cc1OC (stereo unspecified)	0.1	-5	2	8	4	1.3	·	-3	-1	1
O=C1S/C(=C\c2ccccn2)C(=O)N1Cc1ccccc1F	0.6	-1	4	-2	1	·	10	-1	5	-1
C=CCn1c(=O)c2ccccc2n2c(SCc3c(C(=O)OCC)oc4ccccc34)nnc12	-0.7	-2	3	-29	3	0.8	2	4	·	1
N#Cc1ccc(-c2ccccc2)nc1SCC(=O)c1cccc(Cl)c1	0.1	-2	1	3	3	-0.2	11	-10	·	-1
CCCn1nc(C(=O)NCCN2CCOCC2)c2ccccc2c1=O	-0.2	-5	-2	-5	-2	0.2	·	-4	-2	4
O=C(COC(=O)CCN1C(=O)C2CC=CCC2C1=O)NCCc1ccc(F)cc1 (stereo unspecified)	0.7	-3	4	0	0	0.8	-4	2	-3	2
O=C(CN1c2ccccc2Sc2ccccc21)NNC(=S)Nc1ccc(Cl)cc1	-0.4	·	-3	1	6	-1.8	·	-10	3	-2
CCC(=O)N1c2ccc(S(=O)(=O)CCC(=O)Nc3nccs3)cc2CC1C (stereo unspecified)	-2.0	0	36	-7	8	-2.3	1	0	·	4
CCN1C(=O)C2(SC(NC(C)=O)=NN2C(C)=O)c2cc(C)ccc21 (stereo unspecified)	-1.8	-2	-3	-1	0	0.2	-12	·	·	-5
Cc1ccccc1-c1nc(CN2CCC(C(=O)NCc3ccco3)CC2)c(C)o1	-1.2	·	11	4	3	-13	6	-1	·	0
CCOc1cc(NC(=O)C2CC2)c(OCC)cc1NC(=O)c1ccccn1	0.1	-1	2	-3	0	-1.0	·	-21	-1	1
CC1CCN(C(=O)c2ccc(S(=O)(=O)N(C)C)cc2)C(C)C1 (stereo unspecified)	-2.0	-3	2	-2	4	-0.1	7	4	·	-4
Cc1ccc(NC(=O)N2CCCc3ccccc32)cc1C	-3.8	-1	-2	-15	-2	2.0	10	-1	8	-2
O=C(Nc1nnc(-c2cc(Cl)ccc2Cl)o1)c1ccco1	-2.4	-1	-2	-1	1	-1.7	14	2	-1	-2
Nn1c(SCc2cn3ccccc3n2)nnc1-c1ccncc1	-1.6	-8	-3	-8	-4	0.3	-11	-1	-1	-4
Cc1cccc(NC(=O)CNC(=O)c2cccc(-n3cccc3)c2)c1C	0.2	-2	7	-1	-2	-1.3	5	-13	-1	2
Cc1ccc2c(C)c(C(=O)N(Cc3cccs3)C3CCS(=O)(=O)C3)oc2c1 (stereo unspecified)	-1.1	-1	5	-9	-1	0.9	-9	6	-5	1
Cc1ccc(C(=O)NCC(c2ccc(F)cc2)N2CCOCC2)s1 (stereo unspecified)	-0.8	-3	2	-3	-3	0.6	9	-2	-4	-1
COc1ccc(CNC(=O)CN(C(=O)c2csnn2)c2cccc3ccccc23)cc1	-2.3	-5	-4	-17	4	0.3	-16	-11	-3	3
CCCOc1ccc(C2c3c(oc4cc(C)c(C)cc4c3=O)C(=O)N2CCCN(C)C)cc1 (stereo unspecified)	-1.7	·	-12	28*	5	-0.1	·	20	0	0
CCOc1ccc(N2C(=O)S/C(=C\c3cc(OC)c(OC)c(OC)c3)C2=O)cc1	0.1	1	4	3	·	-1.4	·	1	-3	2
Cc1noc(C)c1S(=O)(=O)N(C)C[C@H]1Oc2c(NC(=O)Nc3ccccc3)cccc2C(=O)N([C@H](C)CO)C[C@@H]1C	-0.6	-1	-1	-1	3	0.7	12	-4	1	5
CC(=O)Nc1cccc(NC(=O)CSc2nc3c(=O)n(C)c(=O)n(C)c3n2C)c1	-3.1	-6	-2	-9	3	0.8	11	0	·	8
